Bioassay records as filed in PubChem.
POLI inh: blocks human DNA polymerase iota activity. Q9UNA4. Pol iota fluorescent replication assay, 10 min. Potency, µM (highest dose often 115 µM), for the others: at the highest dose activity, negative = inhibition, most hits filed as inhibitors. actives 1% (n = 390,000). AID 588590
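Fluorescent replication assay read twice, at 0 min and 10 min after adding 50 nM (final) substrate. Enzyme (10 nM) and compounds were first incubated 15 min at room temperature; enzyme-free buffer wells were negative controls.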
POLK inh: blocks human DNA polymerase kappa activity; Q9UBT6; purified Pol kappa, fluorescent DNA synthesis assay, 10 min; Potency, µM (highest dose often 107 µM), for the others: top-dose activity, negative = inhibition, actives largely listed as inhibitors; actives 0.53% (n = 400,000); AID 588579; note: % is set by controls: 0 for no effect and ±100 for the full control effect
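50 nM final substrate added after 15 min RT preincubation of 10 nM Pol kappa with compound; fluorescence read at 0 and 10 min.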
JMJD2A Tudor: inhibitors of human JMJD2A Tudor domain; O75164; AlphaScreen JMJD2A-Tudor / H3K4me3 peptide binding; Potency, µM (titrated, usually from 114 µM), for inactives: at the highest dose activity change, negative = inhibition, actives largely listed as inhibitors; actives 4.4% (n = 390,000); AID 504339; note: % is set by controls: 0 for no effect and ±100 for the full control effect; nearly all actives have a fitted effect of over 50% in size
BLM inh: inhibitors of human Bloom syndrome helicase BLM; P54132; recombinant BLM DNA unwinding, fluorescence dequenching; Potency, µM (series often up to 56.1 µM), without a hit: top-dose activity change, negative = inhibition, usual class: inhibitors; actives 0.2% (n = 350,000);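 note: plate controls were vehicle for no effect and no enzyme for full effect; nearly all actives have a fitted effect of over 35% in size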
BAZ2B block: inhibitors of human BAZ2B bromodomain | actives 4.4% (n = 360,000) | Q9UIF8 | Potency, µM (series often up to 114 µM), for inactives: at the highest dose activity change, negative = inhibition, hits mostly inhibitors | AlphaScreen BAZ2B-H3K14Ac peptide displacement; note: % is set by controls: 0 for no effect and ±100 for the full control effect; nearly all actives have a fitted effect of over 60% in size
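Compounds, titrated to a top concentration of 110 uM, were incubated 30 min at room temperature with preformed BAZ2B/acetyl-K14 H3 peptide complex (50 nM each). Proximity signal was measured by AlphaScreen after 20 min with beads.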
G9a inh: inhibitors of human histone lysine methyltransferase G9a. G9a H3K9 monomethylation, AlphaScreen, 2 h. AID 504332. Potency, µM (titrated, usually from 102 µM), without a hit: at the highest dose activity, negative = inhibition, hits mostly inhibitors. actives 8.8% (n = 350,000); note: % is set by controls: 0 for no effect and ±100 for the full control effect; nearly all actives have a fitted effect of over 75% in size
Target sequence (Q96KQ7 913-1193 limits assumed): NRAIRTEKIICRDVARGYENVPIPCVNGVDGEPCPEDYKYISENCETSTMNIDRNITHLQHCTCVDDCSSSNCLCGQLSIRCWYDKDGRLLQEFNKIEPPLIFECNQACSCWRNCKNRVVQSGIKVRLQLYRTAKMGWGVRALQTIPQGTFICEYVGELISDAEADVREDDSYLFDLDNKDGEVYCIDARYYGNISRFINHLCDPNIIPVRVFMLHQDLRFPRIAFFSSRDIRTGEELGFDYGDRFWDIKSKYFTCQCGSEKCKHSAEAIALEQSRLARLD
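AlphaScreen detection with an anti-monomethyl H3K9 antibody quantified product after a 2 h room-temperature reaction containing 500 nM biotinylated H3K9 peptide, 20 µM SAM and 20 nM enzyme, which had been preincubated 15 min with compound.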
APEX1 inh: blocks human APE1 abasic DNA cleavage; P27695; recombinant APE1, TAMRA/BHQ-2 abasic DNA cleavage fluorescence; Potency, µM (top dose mostly 65.8 µM), for inactives: top-dose activity change, negative = inhibition, hits mostly inhibitors; actives 0.35% (n = 350,000);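 note: plate controls were vehicle for no effect and reference inhibitor for full effect; nearly all actives have a fitted effect of over 55% in size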
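Incision of a quenched TAMRA/BHQ-2 THF abasic-site duplex (50 nM) by 0.75 nM APE1, after 15 min compound preincubation, measured as fluorescence increase over three 60 s reads. Values normalized to buffer, DMSO and NSC13755 control wells.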
Pol beta inh: DNA polymerase beta (human) inhibition | P06746 | Pol beta primer extension/strand displacement, fluorescence kinetic | Potency, µM (series often up to 114 µM), inactives show at the highest dose activity change, negative = inhibition, hits mostly inhibitors | actives 1.3% (n = 340,000); note: % is set by controls: 0 for no effect and ±100 for the full control effect
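Homogeneous kinetic assay of primer extension and strand displacement by 10 nM Pol beta, preincubated 15 min at room temperature with compound before 50 nM substrate (final) was added. Read at 0 and 10 min; four-parameter Hill fit.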
Pol eta inh: inhibitors of human DNA polymerase eta. Q9Y253. recombinant Pol eta, fluorescent DNA replication assay. Potency, µM (titrated, usually from 114 µM), inactives show at the top dose activity change, negative = inhibition, usual class: inhibitors. actives 1.2% (n = 390,000). AID 588591; note: % is set by controls: 0 for no effect and ±100 for the full control effect
Target sequence (Q9Y253 whole entry, looked up): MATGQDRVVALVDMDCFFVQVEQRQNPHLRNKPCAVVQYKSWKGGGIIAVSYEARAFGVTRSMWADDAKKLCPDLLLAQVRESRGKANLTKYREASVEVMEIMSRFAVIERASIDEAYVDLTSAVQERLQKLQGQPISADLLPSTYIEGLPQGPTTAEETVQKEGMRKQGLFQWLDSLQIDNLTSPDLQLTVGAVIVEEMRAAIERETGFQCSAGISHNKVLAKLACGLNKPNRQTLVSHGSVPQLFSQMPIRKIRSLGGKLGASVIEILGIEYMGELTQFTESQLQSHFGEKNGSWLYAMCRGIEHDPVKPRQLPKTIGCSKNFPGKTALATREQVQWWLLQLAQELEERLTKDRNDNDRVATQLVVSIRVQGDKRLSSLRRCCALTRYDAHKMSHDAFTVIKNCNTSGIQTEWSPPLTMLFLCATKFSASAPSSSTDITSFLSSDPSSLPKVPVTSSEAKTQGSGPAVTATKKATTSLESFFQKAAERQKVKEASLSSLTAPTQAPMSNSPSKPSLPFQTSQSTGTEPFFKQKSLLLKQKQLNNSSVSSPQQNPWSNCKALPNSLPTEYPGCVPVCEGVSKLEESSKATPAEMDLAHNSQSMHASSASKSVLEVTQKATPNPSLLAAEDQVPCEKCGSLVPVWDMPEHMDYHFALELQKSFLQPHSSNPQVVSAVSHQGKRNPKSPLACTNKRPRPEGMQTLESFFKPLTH
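Pol eta at 10 nM preincubated with compounds 15 min at room temperature; reaction started with fluorescent substrate (50 nM final) and read kinetically at 0 and 10 min.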
Starred values were filed as active, the others as inactive; ? = inconclusive; / = no result given; & = joins results of further samples; [ ] = remark or other dose. Calls come from the whole dose curve; as a rule, active = well fitted curve in the direction sought with a large enough effect; inconclusive = small, poorly fitted or top-dose-only effect, or another doubt; inactive = no such curve, though single readings can be large; an effect the other way counts as inactive or inconclusive. Potency is the fitted concentration of half-maximal effect.

Compound	POLI inh	POLK inh	JMJD2A Tudor	BLM inh	BAZ2B block	G9a inh	APEX1 inh	Pol beta inh	Pol eta inh
O=C(COc1cccc(C(F)(F)F)c1)N1CCN(c2ccc(O)cc2)CC1	36.7%[activator]	5.1%	56.2µM*	-1.2%	/	7.94µM*	-8.3%	-8.1%	-8.8%
CC1Cc2ccccc2N1C(=O)COC(=O)c1ccc(Cl)c(S(=O)(=O)N2CCOCC2)c1 (stereo unspecified)	?	-23.7%	-34.4%	/	-33.2%	-6.7%[12.7 µM]	?	/	-5.5%
Cc1ccc(S(=O)(=O)NCC2(c3ccccc3)CCN(C)CC2)cc1	-12.7%	-8.3%	-7.3%	-0.9%	-12.5%	7.2%	8.4%	3.5%	-6.4%
N#Cc1c(N)nc2c(c1N)CC(COc1ccccc1)O2 (stereo unspecified)	8.6%	-4.5%	-16.5%	-1.8%	-8.3%	?	0.1%	9.0%	0.5%
CCOC(=O)N1CCN(c2cc3[nH]c(=S)[nH]c3cc2F)CC1	1.8%	-3.4%	44.7µM*	-1.7%	4.0%	2.24µM*	-0.9%	?	-12.9%
Cc1cc(CNC(=O)C2(C(F)(F)F)C/C(=C\CCO)CCCO2)nn1C (stereo unspecified)	5.3%&3.7%	2.2%&-14.8%	-16.0%&-8.3%	-10.4%	/	/	1.2%	/	7.6%
Cc1ccc(C(=O)Nc2ccccc2C(=O)N2CCCC(C)C2)cc1 (stereo unspecified)	9.0%	-11.6%	-6.6%	-1.1%	-7.5%	/	-13.6%	40.3%	-4.9%
COc1ccccc1CNCCS(=O)(=O)NCc1ccccc1	35.8%[activator]	6.8%	-5.8%	/	/	/	/	/	-18.5%
COc1c(Cl)cc(C(=O)N(Cc2ccc(C)o2)C2CCS(=O)(=O)C2)cc1Cl (stereo unspecified)	-7.9%	-2.8%	-29.2%	-5.3%	?	-28.3%[59 µM]	/	-28.4%	-12.1%
CC1CN(c2ncnc3c2cnn3-c2ccc(Cl)cc2)CC(C)O1 (stereo unspecified)	61.4%[activator]	6.0%	1.4%	-0.6%	-4.6%	12.5%	-1.6%	31.9%	-18.6%

Given with two lines to a compound: 2 of the compounds above.
Every second line gives: POLI inh	POLK inh	JMJD2A Tudor	BLM inh	BAZ2B block	G9a inh	APEX1 inh	Pol beta inh	Pol eta inh
Cc1cc(CNC(=O)C2(C(F)(F)F)C/C(=C\CCO)CCCO2)nn1C (stereo unspecified)
→ 5.3%&3.7%	2.2%&-14.8%	-16.0%&-8.3%	-10.4%	/	/	1.2%	/	7.6%
N#Cc1c(N)nc2c(c1N)CC(COc1ccccc1)O2 (stereo unspecified)
→ 8.6%	-4.5%	-16.5%	-1.8%	-8.3%	?	0.1%	9.0%	0.5%

A few values from the list.
JMJD2A Tudor result of `COc1ccccc1CNCCS(=O)(=O)NCc1ccccc1` = -5.8%
Pol eta inh result of `COc1c(Cl)cc(C(=O)N(Cc2ccc(C)o2)C2CCS(=O)(=O)C2)cc1Cl` (stereo unspecified) = -12.1%
JMJD2A Tudor result of `CC1Cc2ccccc2N1C(=O)COC(=O)c1ccc(Cl)c(S(=O)(=O)N2CCOCC2)c1` (stereo unspecified) = -34.4%

The list goes on:
Compound	POLI inh	POLK inh	JMJD2A Tudor	BLM inh	BAZ2B block	G9a inh	APEX1 inh	Pol beta inh	Pol eta inh
Cc1c(C)n(Cc2ccc(F)cc2)c2ccc(C(=O)NCCN3CCOCC3)cc12	31.1%	1.1%	?	1.4%	50.1µM*	50.1µM*	8.6%	-11.1%	-23.0%
CCOc1ccc(N(CC(=O)Nc2c(C)cccc2C)S(=O)(=O)c2c(C)[nH]c(=O)[nH]c2=O)cc1	-4.7%	-7.9%	-9.6%	0.4%	-4.7%	/	-0.9%	1.9%	-5.4%
CCNC(=O)CSc1nc2sccc2c(=O)n1-c1ccccc1	-24.4%	1.8%	-12.4%	-1.5%	6.2%	7.2%	19.2%	-6.3%	1.4%
O=C(O)C1C2C=CC(C2)C1C(=O)Nc1ccc2c(c1)OCCO2 (stereo unspecified)	15.6%	3.7%	-10.7%[57.1 µM]	-2.1%	8.2%	-2.4%	-15.0%	?	-5.1%
Cc1ccc(Nc2nc(CSc3nnnn3-c3ccccc3)cs2)cc1	-14.8%	-17.2%	-15.7%[57.1 µM]	-6.5%	-33.3%	?	7.8%	27.8%	-16.8%
COc1ccc(CNC(=O)[C@H](C)NC(=O)C2CC(=O)N(c3ccc4c(c3)OCO4)C2)cc1 (stereo partly specified)	10.1%	6.0%	-6.9%	-1.0%	-19.2%	-8.1%	52.2%	-7.0%	-7.3%
COc1ccc(OC)c(NC(=O)CSC2=Nc3ccccc3C3=NC(CC(=O)NCCc4ccccc4)C(=O)N23)c1 (stereo unspecified)	1.9%	-3.0%[60.1 µM]	-23.7%	5.2%	-15.3%	-2.8%[59 µM]	/	-1.8%	-4.8%
CSc1ccc(CN(C)C(=O)CNC(=O)c2sc3ccccc3c2Cl)cc1	13.0%	-7.7%	-26.2%	-8.8%	-5.1%	9.0%	-8.4%	31.0%	-9.8%
Cc1csc2ncc(C(=O)Nc3ccc(C(F)(F)F)cc3)c(=O)n12	-6.7%	2.8%	-2.8%	0.5%	-3.5%	-1.0%	-3.9%	6.7%	0.5%
Cc1cccc(-n2c3nc(=O)n(C)c(=O)c-3cc3c(C)nn(-c4ccccc4)c32)c1C	5.8%	-4.0%	-2.7%	0.7%	/	-12.5%[59 µM]	/	3.5%	-10.2%
CCc1ccc2[nH]c(=O)c(CN(CCN(C)C)C(=O)Nc3ccccc3OC)cc2c1	-7.4%	-6.7%	-14.3%	-4.3%	-22.2%	?	0.7%	24.3%	-10.7%
Cc1cc(NC(=O)CSc2nncn2N)no1	29.0%	-5.1%	11.0%	2.0%	/	-29.7%	-2.0%	20.9%	-21.8%
COc1ccc(-n2c(C)nnc2SCC(=O)NC2CC2)cc1	26.0%	-14.1%	8.3%	-4.1%	-17.5%	10.1%	-2.4%	18.5%	11.2%
O=C(Oc1cc2oc(=O)c3c(c2cc1Cl)CCCC3)c1ccco1	8.2%	-15.2%	0.7%	-1.9%	-1.5%	1.9%[12.7 µM]	-10.1%	-14.3%	-7.9%
Cc1ccc2c(=O)c(C(=O)c3ccc(F)cc3)cn(CC(=O)NCc3ccccc3Cl)c2n1	-0.2%	-1.2%	-11.3%	-4.4%	10.6%[57.1 µM]	-9.4%[59 µM]	/	-15.2%	-4.3%
CCOc1ccc(C2=CC(c3ccccc3)n3ncnc3N2)cc1 (stereo unspecified)	-7.3%	-0.4%	-9.4%	/	/	/	/	/	-3.6%
O=C(Cn1ccc2cc(S(=O)(=O)N3CCCCC3)ccc21)NCCc1ccc(Cl)cc1	1.2%	-4.6%	-12.8%	-7.1%	-7.8%	-6.2%[59 µM]	/	0.6%	-8.1%
COc1ccc(OC)c(N2CC(O)(c3ccccc3)[N+]3=C2SCCC3)c1 (stereo unspecified)	68.4%[activator]	-12.4%	-6.5%	-4.9%	/	-38.4%	-1.4%	-0.6%	-6.3%
CCOc1ccc(-c2cn3c(n2)sc2cc(C(=O)NCCCN4CCCCCC4)ccc23)cc1	-1.6%	-28.6%	-6.6%	-1.3%	16.1%	7.3%[59 µM]	/	-1.1%	?
CCC(C)NC(=O)c1cn(CCOC)c(=O)c2c1c1ccccc1n2C (stereo unspecified)	34.5%[activator]	14.3%	-7.2%	-3.1%	4.3%	24.2%[2.33 µM]	-7.4%	14.9%	-5.1%
O=C(CN1C(=O)c2ccccc2C1=O)OCC(=O)N1CCN(c2ccccc2)CC1	17.8%	-12.4%	-4.1%	/	-31.8%	-32.6%	16.1%	/	-3.7%
CCNc1nc(NCC)n2c(SCC(=O)Nc3ccc(F)cc3[N+](=O)[O-])nnc2n1	155.2%[activator]	-10.6%	-27.0%	-7.1%	-24.5%	30.0%[12.7 µM]	-0.9%	-20.4%	-6.0%
COn1c(=O)c(-c2cccc(Br)c2)[n+]([O-])c2ccccc21	-6.0%	-4.0%	-6.9%	-0.9%	-34.8%	7.2%	-12.1%	6.1%	-11.8%
Cc1ccc(C)n1-c1ccccc1N1CCCCC1	102.7%[activator]	-1.7%	-17.2%	-1.7%	-21.3%	-6.2%	-6.5%	31.5%	-14.7%
COc1cccc(CN2CC(C(=O)NCCCCc3ccccn3)CCC2=O)c1 (stereo unspecified)	24.8%	-9.8%	-7.3%	3.4%	2.4%	20.1%	-9.6%	?	-9.6%
O=C(C[n+]1ccncc1)c1ccccc1	110.5%[activator]	-0.8%	?	-1.6%	?	24.5%[0.501 µM]	12.5%	4.3%	-14.0%
Cc1ccc(Nc2nc(CSc3n[nH]c(N)n3)cs2)cc1	8.3%	-14.0%	?	-9.6%	-33.2%	?	-0.7%	7.5%	-16.0%
CCN(CC)CCCNC(=O)C(C)n1nc(C)c2sc3ccccc3c2c1=O (stereo unspecified)	8.6%	-5.5%	-20.7%	1.3%	1.6%	1.4%[12.7 µM]	3.8%	10.6%	-11.8%
O=C(Nc1ccc(NC(=S)NC(=O)c2ccccc2Cl)cc1)c1cccc(Cl)c1	14.2%	1.4%	-21.5%	/	/	/	/	/	-17.4%
Cc1[nH]c2ccc(-c3nnc(SCC(=O)c4ccccc4F)o3)cc2c1C	-15.7%	-2.7%	-16.4%	-8.0%	-7.9%	?	-8.4%	-14.0%	4.2%
N#Cc1cnc(NOCc2ccc(Cl)cc2)nc1	130.2%[activator]	0.0%	-15.4%	-2.1%	1.8%	5.9%	0.7%	0.3%	4.9%
C/C=C/C=N/Nc1nc(C)cc(=O)[nH]1	80.5%[activator]	-8.8%	1.58µM*	-0.2%	50.1µM*	3.55µM*	-1.0%	-15.6%	-20.3%
O=C(COc1ccc(Cl)cc1Br)NCC(c1ccco1)N1CCCC1 (stereo unspecified)	10.3%	-9.3%	?	/	-34.2%	-36.1%[12.7 µM]	34.7%	/	-7.5%
CCOC(=O)c1c(-c2ccc(OC)cc2)csc1NC(=O)CSc1nnc(C)c(=O)[nH]1	49.8%[activator]	-11.0%	-21.5%	-1.1%	/	2.2%	-2.5%	10.5%	-6.5%
COc1ccc(C(=O)Nc2cc(C)cc(C)c2)cc1S(=O)(=O)N1CCOCC1	?	-5.7%	5.3%[11.4 µM]	-3.5%	-1.8%	1.6%[59 µM]	-11.1%	0.7%	-9.4%

Not all compounds are listed. The share of hits here may be higher or lower than overall.
